# TROY NFkB inh: inhibitors of TROY-dependent NF-kB signaling | 0.98% of 360,000 active | inhibition, % at 10 µM | Q293 LMP1-TROYcd NF-kB luciferase reporter, 4 h;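 active = compounds whose plate-normalised and pattern-corrected inhibition of the luciferase reporter signal at the single screening dose is 50% or more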
# Peg3 promoter: Peg3 promoter activity inhibition; 1.7% of 360,000 active; AID 588405; HeLa PEG-Prom luciferase reporter, luminescence, overnight; inhibition, % at 20 µM;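 active = inhibition of at least 50% at 20 µM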
# TRAIL sens C8: caspase-8 TRAIL sensitization; NB7+C8 cells + TRAIL, ATPlite viability luminescence; 1% of 360,000 active; inhibition (viability loss, TRAIL sensitization), % at 10 µM; AID 624354;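 active = compounds causing at least 50% loss of cell viability in the single-dose screen, relative to plate controls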
# MITF TRPM1 inh: inhibitors of MITF-driven TRPM1 promoter in melanoma cells. SK-MEL-5 TRPM1 promoter luciferase, 24 h. inhibition, % at 12.5 µM. 0.83% of 330,000 active;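 active = mean inhibition across replicates of 60% or more, whatever share of single replicates reaches that level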; also: values of inactives mirror those of a sister screen read the other way
# KKLEB tox: counter-screen for CF NF-kB inhibitors: cytotoxicity | KKLEB CF airway cells viability, ATPlite luminescence, overnight; hits give low values; cells stimulated with P. aeruginosa culture filtrate | activity change (cytotoxicity), % at 5 µM | 0.36% of 360,000 active;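 active = corrected activity change at or below -50% at 5 µM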
# HIF-2a inh: inhibitors of HIF-2a; 786-0 RCC cells HIF-2a reporter, luciferase luminescence, overnight; inhibition, % at 18.8 µM; 0.72% of 360,000 active;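 active = inhibition of the luminescence signal of 40% or more relative to plate controls, in a single-dose primary screen at 18.75 µM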
# TWEAK Fn14 block: inhibitors of TWEAK-Fn14 interaction signaling | TWEAK-stimulated Fn14 reporter cells, luciferase luminescence, 8 h | 2% of 360,000 active | inhibition, % at 10 µM; in the data active = inhibition above about 50%
# Shn3 3UTR inh: inhibitors of Schnurri-3 3'UTR reporter in osteoblasts; Clone20 osteoblast Shn3 3'UTR firefly luciferase, 24 h; inhibition, % at 12.5 µM; 0.52% of 360,000 active;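 active = mean inhibition of at least 75% with every replicate also reaching 75%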;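 also: 0% = median of neutral control wells and 100% = pilot-screen positive control compound; some compounds past the cut are filed as inactive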
# NR2E3 ag-1: agonists of human NR2E3 nuclear receptor | Q9Y5X4 | CHO-S Gal4-NCOR/VP16-NR2E3 two-hybrid, luciferase | inhibition of corepressor binding, % at 3.98 µM | 0.35% of 360,000 active | AID 602229;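 active = inhibition above the mean of all tested compounds plus 3 SD, cut at about 70% in these data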;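 also: 0% = DMSO with NR2E3 transfected cells and 100% = cells lacking NR2E3 construct; higher means lower luciferase signal from less NR2E3 corepressor binding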
# Target sequence (Q9Y5X4 whole entry, looked up, the tested form may be a part): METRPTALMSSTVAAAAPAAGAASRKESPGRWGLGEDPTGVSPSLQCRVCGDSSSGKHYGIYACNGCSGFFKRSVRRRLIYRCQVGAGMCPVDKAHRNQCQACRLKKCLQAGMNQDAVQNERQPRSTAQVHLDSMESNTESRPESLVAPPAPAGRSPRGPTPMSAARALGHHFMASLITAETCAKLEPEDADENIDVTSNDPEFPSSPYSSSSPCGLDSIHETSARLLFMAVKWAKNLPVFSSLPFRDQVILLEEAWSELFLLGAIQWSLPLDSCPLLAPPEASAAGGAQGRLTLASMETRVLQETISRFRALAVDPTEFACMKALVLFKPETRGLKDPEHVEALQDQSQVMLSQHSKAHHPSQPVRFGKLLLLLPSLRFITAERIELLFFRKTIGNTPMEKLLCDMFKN
# NR2E3 ag-2: activates human photoreceptor nuclear receptor NR2E3. Q9Y5X4. GST-NR2E3/biotin-RetCOR TR-FRET, 1536-well. inhibition of corepressor binding, % at 4.78 µM. 0.12% of 320,000 active. AID 2300;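 active = percent inhibition above the cutoff of mean plus 3 SD of all tested compounds, set per screening campaign, cut at about 20% in these data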;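 also: 0% = DMSO wells and 100% = biotin wells as full block of FRET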
#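 system = GST-tagged NR2E3 plus biotinylated RetCOR corepressor | input = 1.35 nM GST-NR2E3 | also added = 7 nM biotin-RetCOR | schedule = 5 h incubation at 4 °C | measured by = TR-FRET with europium anti-GST and streptavidin-D2, 340 nm excitation | read-out = percent loss of FRET ratio relative to control wells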
# CF NFkB block: inhibitors of cystic fibrosis induced NF-kB | KKLEB NF-kB-GFP reporter, PAF-induced, GFP fluorescence overnight | inhibition, % at 5 µM | 0.86% of 360,000 active | AID 588850;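 active = at least 50% inhibition at 5 µM, scaled per plate between neutral and stimulator controls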;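 also: PAF is a Pseudomonas aeruginosa culture filtrate used as stimulus; plate controls were PAF-stimulated DMSO wells for no effect and unstimulated DMSO wells for full effect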
# * marks the source's active call; other numbers are inactive results; nt = not tested or not shown. An excerpt; the hit share may differ from the screen's.
SMILES,TROY NFkB inh,Peg3 promoter,TRAIL sens C8,MITF TRPM1 inh,KKLEB tox,HIF-2a inh,TWEAK Fn14 block,Shn3 3UTR inh,NR2E3 ag-1,NR2E3 ag-2,CF NFkB block
O=[N+]([O-])c1cc(/C=N/N2CCCCC2)ccc1Cl,-67.5,-195.8,0.1,-94.2,-11.8,-250.8,-40.3,-54.5,-16.6,0.0,1.3
CC(C)c1c(C(=O)N/N=C/c2ccc(C(F)(F)F)cc2)nnn1-c1nonc1N,-15.2,-12.8,37.4,-15.8,-1.5,-28.9,-33.3,19.1,-9.2,5.7,7.1
O=C(C1=CC=CN2CCS(=O)(=O)N=C12)N1CCN(c2cccc(Cl)c2)CC1,0.9,-4.1,-37.8,-0.5,-3.9,3.0,4.1,-3.8,-39.4,5.7,1.5
Cn1nnnc1SCC(=O)Nc1c(Cl)cccc1Cl,13.4,-1.0,-0.7,-2.4,6.9,6.6,-0.7,5.8,-4.6,0.0,-10.9
COc1cccc(NC(=O)c2ccccc2)c1,-57.9,-275.9,13.2,-99.0,-4.4,-233.0,-20.7,1.7,-72.7,4.0,-10.4
Cc1ccccc1CC1(CO)CCCN(C(=O)Cc2c(F)ccc(F)c2F)C1 (stereo not given),9.3,24.2,6.1,2.6,8.1,9.0,-9.5,-3.5,15.6,nt,19.6
O=P(CCC(F)(F)F)(CCC(F)(F)F)CCC(F)(F)F,-6.1,-4.2,-3.7,6.0,1.2,-10.4,3.2,1.2,-4.5,-1.3,9.6
O=C(O)c1cccc(NN=C2c3ccccc3-c3ccccc32)c1,-24.6,-37.5,-28.1,-17.0,4.5,-17.3,-33.2,-12.1,-34.6,nt,1.1
O=C(Nc1ccc(-c2noc(-c3cccs3)n2)cc1)c1cccnc1,22.7,-88.0,10.1,-54.1,26.6,-225.7,44.2,-13.6,-114.9,-1.4,-17.1
Cc1noc(/C=C/c2ccco2)c1S(=O)(=O)N1CCC(C(=O)Nc2ccc(Cl)cn2)CC1,-0.3,24.3,25.4,52.1,4.7,0.1,51.0*,40.4,13.4,1.9,14.5
COc1ccc(-c2coc3cc(OC)cc(O)c3c2=O)cc1,-33.8,-279.4,9.7,-91.0,-11.1,-194.6,-2.1,-55.3,-136.5,2.5,-2.7
CCc1cc(=O)oc2cc(C)cc(OCC(=O)NCc3ccccn3)c12,-2.5,9.0,-18.5,-2.1,18.4,7.1,-8.2,-15.1,-12.7,-2.4,-1.1
O=C(c1ccccc1)N1N=C(C(F)(F)F)CC1(O)c1ccc(F)cc1 (stereo not given),-10.3,5.9,1.9,-3.5,-7.9,-4.9,-52.3,-2.1,5.2,-1.8,-6.5
COc1cccc(CN(C)C(=O)c2ccc3c(=O)n4c(nc3c2)CCC4)c1OC,-37.4,-102.5,-2.1,-32.1,4.2,-142.5,-26.2,-48.9,-55.9,-3.6,5.9
COc1ccccc1CN(CC(=O)NCc1ccco1)C(=O)CNS(=O)(=O)c1ccc(C)cc1,5.4,17.1,1.0,4.2,-2.2,11.5,22.6,-3.9,4.4,1.2,10.3
O=C(NC1CCCCCC1)C1CCN(S(=O)(=O)c2cccc3cccnc23)CC1,-16.6,-17.8,-10.9,1.5,-10.1,-21.3,6.6,16.0,-35.2,1.5,2.5
Cc1ccc(C)c(Cn2c(=O)c3c(nc4n3CCN4Cc3ccco3)n(C)c2=O)c1,-5.2,5.2,-6.7,2.5,-9.9,11.0,2.7,1.7,-13.3,-5.6,1.1
CCOC(=O)c1ccc(S(=O)(=O)N2CCN(c3ccccn3)CC2)cc1,8.1,8.8,3.2,2.5,-10.1,0.0,1.4,15.9,12.8,0.8,22.3
CCCNC(=O)c1cc(C2CCCCN2C(=O)OCCF)on1 (stereo not given),-14.0,-6.7,-23.9,nt,8.3,7.7,4.6,9.6,-7.5,nt,-7.2
Cc1ccc(-c2csc(NC(=O)c3cccc(N4C(=O)CCC4=O)c3)n2)o1,-6.7,14.7,29.5,nt,1.4,-4.1,-3.5,-20.8,4.3,4.1,-22.1
Cc1cccc(NC(=O)CSc2nc3nc4c(cc3c(=O)n2-c2ccccc2)CCCC4)c1,9.1,26.1,10.5,19.9,2.5,9.9,9.3,10.6,10.3,-1.4,-16.4
CCc1cc(-c2cnnn2Cc2ccc3ccccc3c2)ccc1-c1cn(CC(C)C)nn1,16.1,8.9,17.1,nt,-8.4,11.5,5.2,18.5,-36.8,nt,-10.0
NC(=O)Nn1c(CCC(=O)O)ccc1-c1ccc(Br)cc1,-8.0,0.4,-62.3,4.1,-8.1,2.3,-14.1,-15.2,-23.8,5.9,-12.2
CC(C)c1ccc(OCc2nc(-c3ccccn3)no2)c(Br)c1,7.3,-202.6,14.7,-75.5,-6.4,-104.2,37.6,-68.0,-118.4,1.0,-4.4
CCc1cccc2c(C#N)cn(CC(=O)NCc3ccco3)c12,-3.1,19.8,-6.9,-16.7,-8.8,21.3,-1.7,11.6,-4.0,2.4,17.5

# Shown with two lines to a compound: 3 of the compounds above.
# Each structure is followed by: TROY NFkB inh	Peg3 promoter	TRAIL sens C8	MITF TRPM1 inh	KKLEB tox	HIF-2a inh	TWEAK Fn14 block	Shn3 3UTR inh	NR2E3 ag-1	NR2E3 ag-2	CF NFkB block
- CCc1cccc2c(C#N)cn(CC(=O)NCc3ccco3)c12
  -3.1	19.8	-6.9	-16.7	-8.8	21.3	-1.7	11.6	-4.0	2.4	17.5
- Cc1noc(/C=C/c2ccco2)c1S(=O)(=O)N1CCC(C(=O)Nc2ccc(Cl)cn2)CC1
  -0.3	24.3	25.4	52.1	4.7	0.1	51.0*	40.4	13.4	1.9	14.5
- CCc1cc(-c2cnnn2Cc2ccc3ccccc3c2)ccc1-c1cn(CC(C)C)nn1
  16.1	8.9	17.1	nt	-8.4	11.5	5.2	18.5	-36.8	nt	-10.0

# (continued)
SMILES,TROY NFkB inh,Peg3 promoter,TRAIL sens C8,MITF TRPM1 inh,KKLEB tox,HIF-2a inh,TWEAK Fn14 block,Shn3 3UTR inh,NR2E3 ag-1,NR2E3 ag-2,CF NFkB block
COc1cc(C2C(C#N)=C(N)OC3=C2C(=O)CCC3)cc2c1OCO2 (stereo not given),5.8,17.2,-5.8,-3.6,0.6,9.2,9.0,-4.0,-20.8,-0.8,-7.1
CCOC(=O)/C=C/[C@H]1CCc2cccc(C)c2O1,-9.2,-10.4,2.6,8.7,-3.7,2.2,6.0,-18.3,5.2,0.3,-32.7
CC1=C(C(=O)N2CCOCC2)CC(CC(=O)NCc2ccco2)C(=O)N1Cc1ccc(F)cc1 (stereo not given),-19.8,6.3,7.8,nt,11.9,1.6,-1.2,-16.3,-13.3,nt,-16.3
COc1ccc(C(=O)N[C@H](C(=O)Nc2cccc(S(=O)(=O)N3CCOCC3)c2)C(C)C)cc1,1.4,20.5,4.1,nt,-3.8,21.5,-12.4,-9.0,-1.6,nt,-24.5
COc1ccc2ccccc2c1CNCCCN1CCOCC1,-17.4,-3.6,-3.7,1.1,-9.7,16.9,17.6,9.4,-2.5,3.7,10.3
Cn1c(=O)c2cc(S(=O)(=O)Nc3ccc4c(c3)OCO4)ccc2n(C)c1=O,12.3,38.0,42.7,25.2,-1.6,37.0,20.4,24.9,22.1,7.4,13.3
O=C(O)CCn1ccc2cc(S(=O)(=O)N3CCCCCC3)ccc21,8.7,-4.7,-15.7,-1.1,5.5,8.8,-15.4,-7.9,24.2,4.2,-8.1
COc1ccc(Cl)cc1S(=O)(=O)n1ccnc1C(C)C,-6.5,-2.9,-8.1,-0.5,-12.7,11.0,-2.1,-11.2,-3.6,1.5,-11.1
Cc1ccccc1C(=NCCCN(C)C)c1ccccc1C,2.8,-22.2,25.0,-6.7,-9.2,-5.3,-7.0,3.8,-0.3,-4.4,1.1
Cc1nc(Nc2ccc(Cl)cc2)c2oc3ccccc3c2n1,17.0,0.1,9.7,9.8,6.5,-3.2,13.1,13.2,-4.8,-2.5,-27.6
Cc1ccc(N(C(=O)CNC(=O)c2ccco2)C(C(=O)NC2CCCC2)c2cccnc2)cc1F (stereo not given),-1.6,8.2,0.5,9.8,10.1,10.2,-10.0,21.7,-12.9,0.0,1.1
O=C(c1ccc(Br)s1)N1CCN(Cc2ccc3c(c2)OCO3)CC1,14.1,5.2,-6.5,15.7,0.6,13.5,-12.6,21.8,1.7,3.1,2.8
Nc1nnc(Cc2cccc(Br)c2)s1,6.1,3.8,-12.0,-1.9,-5.3,16.2,-26.0,10.1,0.8,-0.4,16.4
CCOc1ccc(CCNC(=O)c2ccc3c(=O)n4c(nc3c2)CCCCC4)cc1,-0.1,-5.0,8.2,7.1,10.0,1.8,-10.1,5.7,0.1,1.7,-2.2
CN1CCN(c2ccc(NC(=O)c3ccc(-c4ccc(Cl)cc4)o3)cc2)CC1,13.7,97.8*,16.9,12.2,-22.2,-34.9,-53.7,7.6,-18.6,7.0,-76.0
Fc1ccc(-c2nc3ccc(Br)cn3c2Cc2cccc(F)c2)cc1,-51.6,-141.5,2.8,nt,-14.2,-163.1,-2.6,-28.2,-25.6,nt,10.1
CCCc1cnc(N2CCN(C(=S)NC)CC2)nc1,-30.0,-211.5,-15.6,-56.6,-0.6,-198.7,-28.0,-82.3,-48.4,4.5,0.4
Cc1ccc(-c2csc(=Nc3cccnc3)n2CCCN2CCCC2=O)cc1C,-15.4,4.1,12.0,20.5,-2.1,10.1,-4.4,5.6,25.4,1.2,-2.3
C[C@H](CO)N1C[C@H](C)[C@@H](CN(C)C(=O)Nc2ccc3c(c2)OCO3)Oc2ccc(NS(=O)(=O)c3cn(C)cn3)cc2C1=O,-2.3,-6.4,-8.9,1.2,-2.5,4.4,-10.7,-4.5,-6.5,nt,6.9
COc1ccc(-c2cc(C(F)(F)F)n3nc(N)nc3n2)cc1,-21.2,-57.4,-8.1,-3.8,-4.4,2.0,-35.9,13.8,2.1,5.8,-8.3
COc1ccccc1C(=O)NCC(=O)NCC1(N2CCCCC2)CCCCC1,10.0,6.5,-17.0,3.9,-3.1,17.0,4.1,-7.8,-35.7,2.1,7.1
Cc1ccc(NC(=S)Nc2cc(C)on2)cc1,-53.0,-236.8,13.3,nt,7.7,-240.3,-11.0,-121.2,-97.3,2.6,-21.9

# Full records, quoted from the list. Order of values: TROY NFkB inh | Peg3 promoter | TRAIL sens C8 | MITF TRPM1 inh | KKLEB tox | HIF-2a inh | TWEAK Fn14 block | Shn3 3UTR inh | NR2E3 ag-1 | NR2E3 ag-2 | CF NFkB block
# CCCc1cnc(N2CCN(C(=S)NC)CC2)nc1 reads -30.0 | -211.5 | -15.6 | -56.6 | -0.6 | -198.7 | -28.0 | -82.3 | -48.4 | 4.5 | 0.4
# CCOC(=O)/C=C/[C@H]1CCc2cccc(C)c2O1 reads -9.2 | -10.4 | 2.6 | 8.7 | -3.7 | 2.2 | 6.0 | -18.3 | 5.2 | 0.3 | -32.7

# Compound activity deposited in PubChem by several laboratories.
